IP6K1 inh: inhibitors of human IP6K1; activity change, % (series mostly up to about 58 µM); AID 1645851; Q92551; IP6K1 kinase, ADP-Glo luminescence, 2 h; active compounds read low; 0.81% of 140,000 active; in the data active = activity change below about -25%
Target sequence (Q92551 whole entry, looked up): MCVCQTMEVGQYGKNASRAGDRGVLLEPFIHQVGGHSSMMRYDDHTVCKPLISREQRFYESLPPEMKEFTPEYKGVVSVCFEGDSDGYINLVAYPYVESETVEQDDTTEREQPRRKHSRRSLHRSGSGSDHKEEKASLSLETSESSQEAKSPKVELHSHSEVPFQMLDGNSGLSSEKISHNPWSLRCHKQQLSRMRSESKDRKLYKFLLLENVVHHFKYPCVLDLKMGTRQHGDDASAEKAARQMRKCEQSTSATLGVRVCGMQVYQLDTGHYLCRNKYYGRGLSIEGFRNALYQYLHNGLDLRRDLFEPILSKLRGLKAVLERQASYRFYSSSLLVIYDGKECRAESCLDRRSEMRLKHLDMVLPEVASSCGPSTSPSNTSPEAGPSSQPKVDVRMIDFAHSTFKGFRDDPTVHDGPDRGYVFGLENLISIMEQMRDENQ
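ADP-Glo luminescence measures ADP made by human IP6K1 during a 2 h RT reaction with ATP/IP6 (mix at 1.3 mM/130 uM); top library doses 57.5 and 19.1 uM final.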
GPT2 inh: GPT2 alanine aminotransferase inhibition; Recombinant GPT2, coupled pyruvate oxidase/HRP Amplex Red fluorescence; Potency, µM (doses to about 57.7 µM), inactives show at the top dose activity change, negative = inhibition, most hits filed as inhibitors; 0.25% of 100,000 active; Q8TD30; note: potency is the fitted concentration of half-maximal effect; nearly all actives have a fitted effect of over 60% in size; many of its hits are not listed in these tables
Target sequence (Q8TD30 whole entry, looked up): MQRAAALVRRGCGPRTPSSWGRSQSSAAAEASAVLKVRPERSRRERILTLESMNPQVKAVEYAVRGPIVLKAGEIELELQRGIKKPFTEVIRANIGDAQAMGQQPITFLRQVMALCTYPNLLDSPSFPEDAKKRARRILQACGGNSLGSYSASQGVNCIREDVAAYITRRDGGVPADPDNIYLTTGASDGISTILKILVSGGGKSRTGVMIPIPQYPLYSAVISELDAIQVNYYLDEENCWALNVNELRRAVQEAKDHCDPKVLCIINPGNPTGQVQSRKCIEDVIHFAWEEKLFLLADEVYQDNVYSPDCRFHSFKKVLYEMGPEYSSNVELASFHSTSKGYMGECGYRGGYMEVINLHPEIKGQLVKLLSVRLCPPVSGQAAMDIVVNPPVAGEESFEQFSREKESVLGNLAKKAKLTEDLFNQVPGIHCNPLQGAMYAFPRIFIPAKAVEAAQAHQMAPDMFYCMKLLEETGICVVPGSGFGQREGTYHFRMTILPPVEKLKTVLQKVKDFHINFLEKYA
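Fluorescence read-out: pyruvate from GPT2 turnover coupled to pyruvate oxidase, HRP and Amplex Red (0.2mM ThPP, 0.2U/mL PO and HRP, 50uM Amplex final). Substrates 250uM a-KG, 2mM L-alanine; enzyme 10ng/uL; 30 min RT.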
HEK cytotox: cytotoxic compounds in HEK 293 cells; HEK 293 viability, ATP luminescence (CellTiter-Glo), 48-72 h; Potency, µM (titrated, usually from 115 µM), inactives show at the highest dose activity change, negative = cytotoxicity, most hits filed as inhibitors; 6.6% of 94,000 active; AID 1345083; note: potency is the fitted concentration of half-maximal effect; nearly all actives have a fitted effect of over 60% in size
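Cytotoxicity was scored by loss of ATP-coupled luminescence (CellTiter-Glo) in HEK 293 cells. Compound treatment ran 48 or 72 hr at 37 degree Celsius, 5% CO2, 95% humidity.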
NIH3T3 tox: cytotoxic compounds in NIH 3T3 cells | 4.3% of 94,000 active | Potency, µM (titrated, usually from 96.7 µM), for the others: at the top dose activity change, negative = cytotoxicity, actives largely listed as inhibitors | AID 1345082 | NIH 3T3 viability, CellTiter-Glo ATP luminescence, 48-72 h; note: potency is the fitted concentration of half-maximal effect; nearly all actives have a fitted effect of over 55% in size
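NIH 3T3 cells at 400 cells/well received 23 nL of compound by pintool and were incubated 48 or 72 h at 37 °C. Viability was read as ATP-coupled CellTiter-Glo luminescence.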
Luciferase inh: blocks purified firefly luciferase enzyme activity; P08659; purified P. pyralis luciferase, luminescence, biochemical; Potency, µM (top dose mostly 115 µM), for inactives: at the highest dose activity change, negative = inhibition, usual class: inhibitors; 2.5% of 76,000 active; note: potency is the fitted concentration of half-maximal effect; nearly all actives have a fitted effect of over 65% in size
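Inhibitors were tested against purified firefly luciferase in a biochemical, low-substrate format (both substrates at 10uM) and luminescence measured with a CCD imager.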
SNCA viab count: counter-screen for SNCA expression inhibitors: cell viability | HEK-293-SNCA-luc viability, GF-AFC fluorescence, 24 h | 0.12% of 150,000 active | Potency, µM (top dose mostly 57.1 µM), without a hit: top-dose activity change, negative = cytotoxicity, actives largely listed as cytotoxic;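 note: potency is the fitted concentration of half-maximal effect; 0% = DMSO-treated cells and -100% = medium-only wells without cells; nearly all actives have a fitted effect of over 30% in size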
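HEK-293-SNCA-luc cells (1500/well) plated 24 h, then exposed 24 h to a dilution series; GF-AFC added 30 min at 37C, fluorescence 405/540 nm; normalised to medium-only and DMSO wells, Hill fit.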
SNCA expr inh: inhibitors of alpha-synuclein (SNCA) gene expression. Potency, µM (doses to about 57.2 µM), for inactives: top-dose activity change, negative = inhibition, hits mostly inhibitors. AID 1671194. HEK-293 SNCA-luciferase knock-in, luminescence, 24 h. 0.17% of 140,000 active;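 note: potency is the fitted concentration of half-maximal effect; plate controls were DMSO cells for no effect and cell-free wells for full effect; nearly all actives have a fitted effect of over 45% in size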
Numbers without * were called inactive; i = inactive; ? = inconclusive; · = no result given; [ ] = another dose, or the depositor's remark. Unless noted, calls come from the whole dose curve; as a rule, active = well fitted curve in the direction sought with a large enough effect; inconclusive = small, poorly fitted or top-dose-only effect, or another doubt; inactive = no such curve, though single readings can be large; an effect the other way counts as inactive or inconclusive. Unless noted, % is set by controls: 0 for no effect and ±100 for the full control effect. Only part of the results is shown (hit frequency here may not be typical).

SMILES | IP6K1 inh | GPT2 inh | HEK cytotox | NIH3T3 tox | Luciferase inh | SNCA viab count | SNCA expr inh
O=C(NCCc1ccccc1)Nc1cnc2c(c1)CCC2 | 8 | -11% | i | -12% | · | 0% | 43%[activator]
COc1ccc(CCC(=O)N2CC(F)(F)C[C@H]2c2nc(C)no2)cc1 | 7 | ? | -2% | -9% | -10% | ? | 3%
C#CCN(C)CC[C@@H]1CC[C@H](O)[C@@H](C(=O)NCCOC)O1 | 11 | ? | i | -2%[174 µM] | 2%[172 µM] | -10%[87.6 µM] | 2%[87.6 µM]
CC(=O)Nc1ncc(C(=O)N2CC[C@](C)(O)[C@@H](O)C2)s1 | -2 | ? | 0% | 1% | -2% | 4% | -10%
COCCNC(=O)C1COC2(CCN(C(=O)c3ccc(OC)cc3)CC2)N1C(=O)c1ccccc1 (stereo not given) | 4 | i | i | 1% | 4% | -4% | 10%
CCOC(=O)c1ccc(OC(=O)c2cn(-c3cccc(OC)c3)c(=O)c3ccccc23)cc1 | 0 | · | · | · | · | -2% | -13%
COCCOc1ccc2c(n1)CCN(C(=O)C1(c3ccc(OC)cc3)CC1)C2 | 9 | -8% | ? | -17% | 7% | 3%[12.5 µM] | -19%
Cc1ccc2c(c1)N1C(=O)OC[C@@H]1CCN(Cc1ccccc1)C2 | -13 | 1%[88.5 µM] | 2%[172 µM] | -8%[138 µM] | -7%[172 µM] | -3%[87.6 µM] | 1%[87.6 µM]
CC(C)n1c(C2CCN(C(=O)COc3ccc(F)cc3)CC2)nn(C)c1=O | -19 | i | -7% | -12% | 4% | 10% | 7%
COc1cccc(CN2CCCN(CC(=O)Nc3ccc4c(c3)OCCO4)S2(=O)=O)c1 | 0 | · | · | · | · | 2% | 0%
CN(c1ccccc1)c1ccc2ncn(C3CC3)c(=O)c2n1 | -8 | -5%[88.5 µM] | ? | ? | 1.3µM* | 0%[87.6 µM] | ?
O=C(Cn1ccn2nc(-c3ccc(F)cc3)c(CO)c2c1=O)Nc1ccc(Br)cc1 | -4 | ? | ? | ? | 12% | 10% | -17%
COc1ccc(CNC(=O)CSc2nc3ccsc3c(=O)n2Cc2ccccc2Cl)cc1 | -3 | · | · | · | · | -12% | 13%
O=C(CCC[C@H]1NC[C@@H]2C[C@H]1CN(Cc1ccccc1)C2)Nc1ccc2c(c1)OCCO2 | 5 | -10% | -13% | -6% | 45µM* | 15% | 55%[activator]
CC(C)C(N)C(=O)OCCOCn1cnc2c(=O)[nH]c(N)nc21 (stereo not given) | 7 | ? | · | · | · | -11% | ·
COc1ccccc1CNC(=O)Cc1c(C)c2c(cc(C)c3c(C)c(C)oc32)oc1=O | -15 | · | · | · | · | 4% | 32%[activator]
COCCNC(=O)c1coc(CN2CCN(C/C=C/c3ccccc3)CC2)n1 | 13 | -18% | -25% | -26% | 3% | -10% | -11%
CCC1CN(C(=O)c2cc(F)ccc2OC)CCC(=O)N1Cc1ccccc1 (stereo not given) | 3 | -13% | -19% | -19% | 10% | 2% | -7%
Cc1ncc2n1C(=O)N(C1CCN(Cc3ccncc3)CC1)C2 | 7 | i | ? | -26%[138 µM] | -7%[172 µM] | ? | 15%[87.6 µM]
Cc1ccc(C2Cn3nnc(C(=O)N4CCC(C(=O)NCC(C)c5ccccc5)CC4)c3CO2)cc1 (stereo not given) | 5 | i | -1% | i | 32µM* | -7% | 68%[activator]

The list goes on; the last 3 above are carried over.
SMILES | IP6K1 inh | GPT2 inh | HEK cytotox | NIH3T3 tox | Luciferase inh | SNCA viab count | SNCA expr inh
CCC1CN(C(=O)c2cc(F)ccc2OC)CCC(=O)N1Cc1ccccc1 (stereo not given) | 3 | -13% | -19% | -19% | 10% | 2% | -7%
Cc1ncc2n1C(=O)N(C1CCN(Cc3ccncc3)CC1)C2 | 7 | i | ? | -26%[138 µM] | -7%[172 µM] | ? | 15%[87.6 µM]
Cc1ccc(C2Cn3nnc(C(=O)N4CCC(C(=O)NCC(C)c5ccccc5)CC4)c3CO2)cc1 (stereo not given) | 5 | i | -1% | i | 32µM* | -7% | 68%[activator]
CCCCN(C)C(=O)CC1CCN(c2ccnc(OC)n2)CC1 | 26 | i | ? | ? | -6% | ? | -12%
CCC(Sc1nc2ccncc2[nH]1)C(=O)Nc1cc(Cl)ccc1C (stereo not given) | -10 | · | · | · | · | -1% | -17%
Cc1ccc(SCC(=O)Nc2ccc3oc(-c4ccc(F)cc4)nc3c2)cc1 | 1 | · | · | · | · | 6% | 71%[activator]
O=C1NCCCCCCN(Cc2ccncc2)[C@@H]2CN(S(=O)(=O)c3cccnc3)CC[C@@H]12 | 9 | -5% | -2% | -4% | 1% | -1% | -16%
NC(=O)c1ccc2c(c1)C1(CCN(CC3CC3)C1)CN2Cc1ccccc1 (stereo not given) | 9 | -5%[88.5 µM] | ? | ? | -16%[172 µM] | -11%[87.6 µM] | 24%[87.6 µM]
Cc1oc2ncn(CC(C)C)c(=O)c2c1C(=O)NCc1cccc(Cl)c1 | 11 | · | · | · | · | 5% | -10%
COc1cccc(-c2nc3c(c(SCC(=O)Nc4cc(C)ccc4C)n2)Cc2c(CO)cnc(C)c2O3)c1 | 15 | · | · | · | · | 8% | -4%
NS(=O)(=O)c1ccc(NC(=O)CN2CCN(c3ccc(F)cc3)CC2)cc1 | 15 | · | · | · | · | -3% | 5%
CC(C)(C)NC(=O)c1cnn(-c2ccccc2)c1C1CCN(C(=O)OC(C)(C)C)CC1 | -13 | · | · | · | · | -15% | 7%
COCCOC1CCOC2(CCN(C(=O)c3n[nH]c4ccccc34)CC2)C1 (stereo not given) | -17 | i | -10% | -4% | -7% | 8%[12.5 µM] | -3%
CCN(c1ccccc1)c1nnc(NC(=O)Nc2cccc(Cl)c2C)s1 | -102* | · | · | · | · | 3% | -12%
COCCCNC(=O)N1CC[C@H]2C(=O)NCCCCCCN(Cc3ccncc3)[C@@H]2C1 | 37 | 4% | -2% | -15% | -4% | -3% | -6%
Cc1ccc2c(=O)c(C(=O)c3cccc(Cl)c3)cn(CC(=O)Nc3ccc4c(c3)OCCO4)c2n1 | 11 | · | · | · | · | ? | -10%
O=C(c1cccc2cnccc12)N1CCC2(CC1)Nc1ccccc1NC2=O | -2 | ? | ? | -8% | -1% | 2% | ?
O=C(NC1CCCCC1)N1CCCC(c2nn[nH]n2)C1 (stereo not given) | -13 | -2% | -5% | i | 2% | 8% | -11%
CCN1CCN(CCCN2CC3(CCN(Cc4ncc[nH]4)CC3)OC2=O)CC1 | 14 | i | -10% | -17% | 0% | 8% | 6%
Cc1nn2c(=O)cc(COC(=O)Cc3ccccc3)nc2s1 | 13 | · | · | · | · | 6% | ?
O=C(NC1CCCCC1)N[C@H]1[C@H](O)[C@@H](Sc2ccccc2)[C@@H]2OC[C@H]1O2 | -6 | -1%[88.5 µM] | -13%[172 µM] | -19%[174 µM] | 15%[172 µM] | 1%[87.6 µM] | 23%[87.6 µM]
O=C(C1CCN(c2cnn(Cc3ccccc3)c(=O)c2)C1)N1CCc2ccccc2C1 (stereo not given) | 7 | i | 0% | -9% | 12% | -7% | -25%
CCCCNC(=O)c1cnc2sc(N3CCCCCC3)nn2c1=O | 35 | · | · | · | · | -5% | 43%[activator]

Just NIH3T3 tox, HEK cytotox and IP6K1 inh, for 2 of the compounds above:
smiles	NIH3T3 tox	HEK cytotox	IP6K1 inh
Cc1oc2ncn(CC(C)C)c(=O)c2c1C(=O)NCc1cccc(Cl)c1	·	·	11
O=C1NCCCCCCN(Cc2ccncc2)[C@@H]2CN(S(=O)(=O)c3cccnc3)CC[C@@H]12	-4%	-2%	9

More structures follow:
SMILES | IP6K1 inh | GPT2 inh | HEK cytotox | NIH3T3 tox | Luciferase inh | SNCA viab count | SNCA expr inh
COc1ccc(-c2cc(C(=O)NCc3cccc(C(F)(F)F)c3)c3cnn(C)c3n2)cc1 | 0 | 3% | 35µM* | 32µM* | · | 1% | -3%
COc1cccc(CNC(=O)CN2C(=O)CSc3c2c(C)nn3-c2ccccc2)c1 | 0 | · | · | · | · | 6% | -17%
Cc1ccccc1C(CC(=O)N1CCSCC1)c1ccccc1 (stereo not given) | 14 | -2% | -28% | -15% | -2% | -7% | 0%
CCc1nc2c(=O)n(CC(=O)NCc3cccc(Cl)c3)nc(C)c2s1 | 9 | ? | -1% | -10% | 2% | -1% | -4%
O=C1CCC2(CNC(=O)c3ccsc3)CCC=C2N1 (stereo not given) | -19 | i | 2% | -12% | 1% | 9% | 33%[activator]
COCCN1Cc2[nH]nc(-c3ccccc3)c2CC1=O | -4 | -2%[88.5 µM] | -17%[230 µM] | ? | -1%[230 µM] | -2%[87.6 µM] | 4%[87.6 µM]
O=C(NC1CCN(Cc2ccccc2)CC1)c1cc2c(s1)CN(C1CCCC1)C2 | 24 | i | ? | ? | -1% | -1% | ?
CC(C)c1ccc(CN2C[C@@H]3C(=O)N(CCc4ccccc4)C(=O)[C@@H]3C2)cc1 | 2 | -8% | ? | ? | 4% | 6% | ?
O=C(c1cn[nH]c1-c1ccc(F)cc1)N1CCC(OCCOc2ccccc2)CC1 | 6 | 4% | 50µM* | ? | · | -16% | 1%
c1nnc(CC2CCNCC2)n1CC1CC1 | 8 | i | 1% | -5% | 0% | 6% | -21%
CCOc1ccccc1CNC(=O)c1ccc2nc(CCc3ccccc3)oc2c1 | -7 | · | · | · | · | -15% | -7%
CC1=C[C@@H](CNCc2ccc(F)cc2)[C@H](C(C)C)C[C@H]1Cc1nnc(C)o1 | -5 | 2%[88.5 µM] | ? | ? | 3%[172 µM] | -7%[87.6 µM] | 10%[87.6 µM]
COc1ccc(C(=O)N2CCOC(Cc3cccc(C(F)(F)F)c3)C2)o1 (stereo not given) | -2 | 1% | ? | ? | -5% | 6% | 4%
CCc1nc2c(c(-c3ccc(OC)cc3)n1)CCN(Cc1ccc(C#N)cc1)CC2 | -1 | i | ? | -15% | · | -1% | 9%
COC(=O)c1ccc(CN2C(=O)[C@@H]3C[C@@H](O)CN3C3(CN(CC(C)(C)C)C3)C2=O)cc1 | -7 | -2%[88.5 µM] | -3%[172 µM] | -5%[174 µM] | -1%[172 µM] | 7%[87.6 µM] | 6%[87.6 µM]
COCCN1C(=O)c2cccn2CC1CNC(=O)c1cc(C)nn1C (stereo not given) | -2 | i | -7% | 2% | -9% | -2% | -15%
Nc1nc2[nH]cc(CCc3ccc(C(=O)N[C@@H](CCC(=O)O)C(=O)O)cc3)c2c(=O)[nH]1 | · | 1% | · | · | · | 3% | 52%[activator]
COc1cc(O)ccc1-c1nc2cc(C)ccn2c1Nc1ccccc1C | -3 | · | · | · | · | ? | 13%
COCCNc1nc2c([S+](=O)([O-])c3ccc(Br)cc3)nnn2c2ccccc12 | 11 | -5% | i | 1% | · | 3% | -25%
C[C@H]1CC2C3CCC4=CC(=O)C=C[C@]4(C)[C@@]3(Cl)[C@@H](O)C[C@]2(C)[C@@]1(O)C(=O)CO (stereo not given in full) | · | i | · | · | · | 2% | 10%
Cc1nn(-c2ccccc2)nc1C(=O)N[C@H](C)c1onc(-c2ccc(F)cc2)c1C(=O)O | 9 | ? | 0% | i | -9% | 0% | 6%

Bioassay records as filed in PubChem.
